Screening results as filed in PubChem.
DENV2 CPE rescue: protects cells from dengue virus 2 cytopathic effect. AID 651640. 1.7% of 350,000 active. CPE inhibition, % at 9.99 µM. DENV2-infected cells, cytopathic effect rescue, plate reader; in the data active means CPE inhibition above about 20%, passing the limit was not always enough; inconclusive means no clear call, values can overlap the other calls; tested in BHK-21 cells;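 further: 0% = median of neutral control wells and 100% = median of positive control wells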
miR122 inh: inhibitors of miR-122 in Huh7 cells. Huh7 miR-122 Renilla luciferase sensor, 48 h; neutral wells = 0, positive control = 100. activation (reporter increase), % at 12.5 µM. 0.3% of 340,000 active;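 active means mean replicate activation score at least 90 and every replicate individually at or above 90; inconclusive means only one of the two criteria met; inactive means neither criterion met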;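 further: higher luciferase means less miR-122 activity so hits act as miR-122 inhibitors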
F508del corr: CFTR F508del correction in bronchial cells; 0.36% of 350,000 active; AID 720511; CFBE cells, YFP halide quenching; stimulated with forskolin plus potentiator P3; % fluorescence drop versus neutral controls; activity (quench increase), % at 7.58 µM;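 active means mean added fluorescence quench of at least 8% versus neutral control, with both replicates also reaching 8%; inconclusive means only one of the mean or replicate conditions met; inactive means mean below 8% and not both replicates reaching 8%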;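 further: cells transiently co-express mutant CFTR-F508del with the halide-sensitive YFP; corrector assay measuring rescue of mutant channel to the surface after 24 h compound exposure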
ERAP1 HTS inh: inhibitors of human ERAP1 aminopeptidase. Q9NZ08. recombinant ERAP1, Leu-AMC fluorescence, 60 min. inhibition, % at 10.7 µM. 0.15% of 340,000 active;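 active means mean replicate inhibition of at least 30%, or all replicates individually reaching that 30% level; inactive means mean below 30% and not every replicate reaching it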;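 further: 0% = neutral control wells and 100% = L-leucinethiol positive control wells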
CASP6 VEID inh: caspase-6 (human) enzyme inhibition. inhibition, % at 12.5 µM. AID 686996. 0.53% of 350,000 active. purified caspase-6, Z-VEID-R110 cleavage fluorescence;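 active means mean inhibition across replicates at least about 35%, with every replicate also reaching that limit, limit read from the data; inconclusive means only one of the two criteria met; inactive means neither criterion met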;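 further: 0% = median of neutral control wells and 100% = no fluorescence left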
Target sequence (P55212 24-179 limits assumed): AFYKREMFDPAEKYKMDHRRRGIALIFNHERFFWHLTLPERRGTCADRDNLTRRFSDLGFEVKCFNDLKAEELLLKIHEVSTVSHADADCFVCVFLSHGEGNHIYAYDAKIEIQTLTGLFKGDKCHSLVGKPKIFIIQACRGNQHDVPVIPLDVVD
Target sequence (P55212 194-293 limits assumed): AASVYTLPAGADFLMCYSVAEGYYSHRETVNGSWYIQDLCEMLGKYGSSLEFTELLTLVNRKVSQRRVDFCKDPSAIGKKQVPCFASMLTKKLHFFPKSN
SIRT5 block: inhibitors of human sirtuin-5 desuccinylase | Q9NXA8 | Purified SirT5, succinyl-peptide AMC, trypsin-coupled fluorescence | inhibition, % at 15 µM | 1.1% of 330,000 active; in the data active means inhibition above about 15%; inconclusive means no clear call, values can overlap the other calls
Target sequence (Q9NXA8 whole entry, looked up): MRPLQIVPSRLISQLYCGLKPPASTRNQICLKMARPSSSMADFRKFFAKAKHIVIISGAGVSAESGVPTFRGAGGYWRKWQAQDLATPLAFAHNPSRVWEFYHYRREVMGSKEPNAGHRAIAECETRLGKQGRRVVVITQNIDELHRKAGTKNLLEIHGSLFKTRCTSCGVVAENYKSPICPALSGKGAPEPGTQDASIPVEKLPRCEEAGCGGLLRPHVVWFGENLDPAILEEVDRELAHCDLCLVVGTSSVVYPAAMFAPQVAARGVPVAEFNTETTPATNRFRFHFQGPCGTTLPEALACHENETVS
ERp5 inh: blocks human ERp5 reductase activity on insulin; Q15084; ERp5 insulin aggregation, absorbance 650 nm, 90 min; inhibition, % at 9.99 µM; 0.05% of 350,000 active; AID 651711;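 active means mean replicate inhibition above about 25%, with every replicate also reaching it, limit read from the data, passing the limit was not always enough; inconclusive means only one of those two criteria met; inactive means neither criterion met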
Target sequence (Q15084 whole entry, looked up): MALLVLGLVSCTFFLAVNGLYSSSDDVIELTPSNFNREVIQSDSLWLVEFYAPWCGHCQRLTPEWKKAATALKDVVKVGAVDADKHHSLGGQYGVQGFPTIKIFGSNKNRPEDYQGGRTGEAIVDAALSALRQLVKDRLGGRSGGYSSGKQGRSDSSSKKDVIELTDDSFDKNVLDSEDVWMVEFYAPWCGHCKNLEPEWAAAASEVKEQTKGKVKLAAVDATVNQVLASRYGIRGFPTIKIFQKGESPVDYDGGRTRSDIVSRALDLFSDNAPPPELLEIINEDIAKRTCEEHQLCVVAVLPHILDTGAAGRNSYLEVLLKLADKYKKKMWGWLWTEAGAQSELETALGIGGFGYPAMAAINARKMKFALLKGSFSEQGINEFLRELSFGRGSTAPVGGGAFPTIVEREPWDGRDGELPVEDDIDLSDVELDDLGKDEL
* = called active by the depositor; ? = inconclusive; / = no result given; [ ] = remark or other dose.

Results follow in this order: DENV2 CPE rescue | miR122 inh | F508del corr | ERAP1 HTS inh | CASP6 VEID inh | SIRT5 block | ERp5 inh
- CC1(C(=O)Nc2ccc3nc[nH]c3c2)CCN1C(=O)C/C=C/c1ccccc1 (stereo not given)
    4 | -5 | 2.5 | -1 | -1 | 0 | -12
- CC1C(=O)N2CCCc3cc(NC(=O)c4ccccc4C(F)(F)F)cc1c32 (stereo not given)
    9 | 0 | -4.2 | 3 | 1 | 1 | 5
- C[C@@H]1CN([C@@H](C)CO)C(=O)c2cc(NS(=O)(=O)c3ccc(Cl)cc3)ccc2O[C@@H](C)CCCCO[C@@H]1CN(C)Cc1ccc2c(c1)OCO2
    15 | 7[16.7 µM] | 1.8 | -1 | -3 | 16* | 1
- Cc1c(Br)c(=O)oc2c(Br)c(O)c(O)cc12
    / | / | 3.4 | 10 | 47* | 5 | -4
- CSc1ncccc1C(=O)N1CCCC(Nc2ccc(C)c(C)c2)C1 (stereo not given)
    -8 | -4 | 1.9 | 0 | 3 | -2 | 4
- COc1ccc(CCN2CC(C(=O)OCC(=O)N(C)CC(=O)Nc3ccccc3Cl)CC2=O)cc1OC (stereo not given)
    6 | -2 | -0.1 | 1 | -3 | -6 | -2
- CCN(CC)S(=O)(=O)c1ccc(Cl)c(C(=O)OC)c1
    3 | 2 | 0.2 | -1 | -2 | -1 | 0
- O=C(CCN1C(=O)C2CCCCC2C1=O)Nc1ccc(F)c(F)c1F (stereo not given)
    12 | / | -1.0 | 1 | -1 | -1 | -7
- Cc1ccc(S(=O)(=O)Nc2cccc3c2O[C@H](CN(C)C(=O)Nc2ccc4c(c2)OCO4)[C@@H](C)CN([C@@H](C)CO)C3=O)cc1
    -13 | 31[16.7 µM] | -0.9 | -1 | 1 | -1 | -2
- CC(=O)c1c(C)[nH]c(C(=O)COC(=O)CCNS(=O)(=O)c2ccc(C)c(C)c2)c1C
    5 | -9 | -4.3 | -3 | 3 | 7 | 0
- S=c1[nH]nc(-c2ccco2)n1/N=C/c1ccccc1
    2 | / | 0.4 | 0 | 1 | -3 | -3
- CCN(CC)CCCN(C(=O)c1ccccc1F)c1nc(-c2ccc(OC)cc2)cs1
    -16 | 9 | -8.9 | 2 | -16 | -3 | 3
- CN1CCn2cnc(C(=O)NCCCCCNC(=O)OC(C)(C)C)c2C1=O
    -9 | -5 | -3.8 | -3 | -4 | -5 | 7
- COc1cccc(CC(=O)N2CCCC(CCC(=O)N3CCN(c4ccccn4)CC3)C2)c1 (stereo not given)
    5 | -4 | -1.3 | -5 | -1 | 2 | -4
- COC(=O)[C@@]1(Cc2ccc(OC)cc2)[C@H]2c3cc(C(=O)N4CCCC4)n(Cc4ccc(C)c(F)c4F)c3C[C@H]2CN1C(=O)c1ccccc1
    4 | / | 3.2 | / | -1 | / | -4
- S=C(NC1CC1)N1CCc2ccccc2C1
    8 | 5 | 0.0 | -2 | 8 | 2 | 9
- CN1C[C@@H]2[C@@H]3C(=O)N(Cc4ccccc4)C(=O)[C@@H]3[C@](C)(C1=O)N2C(=O)c1ccc(Cl)cc1
    12 | -5 | -2.0 | -3 | 3 | / | -6
- CCOC(=O)Cc1c(C)nc2c(-c3ccccc3)cnn2c1C
    -10 | / | -0.6 | 0 | 1 | -8 | 2
- O=C(Nc1cccc(Cl)c1)N1C[C@H]2[C@@H](c3ccccc31)[C@@H](CO)N2CC1CCOCC1
    5 | 0[16.7 µM] | 0.7 | -1 | -2 | 2 | -2
- COc1ccc(S(=O)(=O)N2CCCCC2)cc1NC(=O)c1ccc([N+](=O)[O-])o1
    -2 | -1 | -4.8 | -2 | 2 | -4 | 2
- CN(C(=O)CSc1cccc[n+]1[O-])c1ccccc1
    -2 | -10 | 0.9 | 4 | 0 | -5 | -1
- CCOC(=O)c1c(S(=O)(=O)N2CCCC(C(=O)Nc3ccc(C)cn3)C2)c(C)n(C)c1C (stereo not given)
    2 | 2 | -0.9 | 1 | -3 | -1 | 4
- O=C(O)c1c(NC(=O)N(CCO)Cc2ccccc2)sc2c1CCCC2
    6 | / | -0.9 | 1 | 4 | 3 | 1
- NC(=O)COC(=O)c1sc2ccccc2c1Cl
    -3 | 1 | -1.0 | 4 | 0 | -2 | -8
- C/C=C(/C)C(=O)Nc1cccc(C2=NOC3(C2)C[C@@H](C(N)=O)N(C(=O)[C@H]2CCC(=O)N2)C3)c1 (stereo not given in full)
    -2 | / | 2.2 | 0 | 0 | -4 | 2
- Clc1cccc(OCCCCCN2CCOCC2)c1
    6 | -4 | -1.2 | 3 | -3 | 2 | -4
- O=C(N[C@@H]1CC[C@@H](CC(=O)N2CCc3ccccc3C2)O[C@@H]1CO)C1CCOCC1
    -4 | -13[16.7 µM] | -1.8 | -2 | -2 | 3 | 4
- CC(C)Sc1nc2c(cnn2-c2ccc(Cl)cc2)c(=O)[nH]1
    -5 | / | 2.8 | 1 | 3 | 0 | 3
- CC1CCCCC1NC(=O)c1ccc(CSc2nc3ccncc3[nH]2)cc1 (stereo not given)
    0 | -7 | -0.8 | 3 | 2 | -2 | -6
- NC(=O)c1ncn([C@@H]2O[C@H](C(=O)N[C@H](Cc3c[nH]c4ccccc34)C(=O)N3CCN(CC(=O)N4CCCC4)CC3)[C@@H](O)[C@H]2O)n1
    21* | / | 2.8 | 1 | -1 | -2 | 2

Ordered by length of the SMILES (ascending): 10 of the compounds above
Results follow in this order: DENV2 CPE rescue | miR122 inh | F508del corr | ERAP1 HTS inh | CASP6 VEID inh | SIRT5 block | ERp5 inh
- Clc1cccc(OCCCCCN2CCOCC2)c1
    6 | -4 | -1.2 | 3 | -3 | 2 | -4
- NC(=O)COC(=O)c1sc2ccccc2c1Cl
    -3 | 1 | -1.0 | 4 | 0 | -2 | -8
- CCOC(=O)Cc1c(C)nc2c(-c3ccccc3)cnn2c1C
    -10 | / | -0.6 | 0 | 1 | -8 | 2
- CC(C)Sc1nc2c(cnn2-c2ccc(Cl)cc2)c(=O)[nH]1
    -5 | / | 2.8 | 1 | 3 | 0 | 3
- O=C(O)c1c(NC(=O)N(CCO)Cc2ccccc2)sc2c1CCCC2
    6 | / | -0.9 | 1 | 4 | 3 | 1
- CC1CCCCC1NC(=O)c1ccc(CSc2nc3ccncc3[nH]2)cc1 (stereo not given)
    0 | -7 | -0.8 | 3 | 2 | -2 | -6
- COc1ccc(S(=O)(=O)N2CCCCC2)cc1NC(=O)c1ccc([N+](=O)[O-])o1
    -2 | -1 | -4.8 | -2 | 2 | -4 | 2
- CCOC(=O)c1c(S(=O)(=O)N2CCCC(C(=O)Nc3ccc(C)cn3)C2)c(C)n(C)c1C (stereo not given)
    2 | 2 | -0.9 | 1 | -3 | -1 | 4
- O=C(N[C@@H]1CC[C@@H](CC(=O)N2CCc3ccccc3C2)O[C@@H]1CO)C1CCOCC1
    -4 | -13[16.7 µM] | -1.8 | -2 | -2 | 3 | 4
- O=C(Nc1cccc(Cl)c1)N1C[C@H]2[C@@H](c3ccccc31)[C@@H](CO)N2CC1CCOCC1
    5 | 0[16.7 µM] | 0.7 | -1 | -2 | 2 | -2

Additional results.
Results follow in this order: DENV2 CPE rescue | miR122 inh | F508del corr | ERAP1 HTS inh | CASP6 VEID inh | SIRT5 block | ERp5 inh
- COc1ccc(CCNC(=O)c2cc(-c3ccc4c(c3)OCO4)on2)cc1OC
    -1 | -1 | 0.7 | -5 | 0 | -3 | -3
- COc1ccc(NC(=O)Nc2cccc3c2O[C@H](CN(C)C(=O)Nc2c(C)noc2C)[C@H](C)CN([C@H](C)CO)C3=O)cc1
    6 | -7[16.7 µM] | -0.5 | 3 | -2 | 3 | -2
- O=C(Nc1ccc(C(=O)N2CCCc3ccccc32)cc1)c1cccs1
    4 | -1 | -1.3 | 1 | -3 | 0 | 4
- CCC(=O)N(C)C[C@H]1Oc2cc(-c3cccnc3)ccc2S(=O)(=O)N([C@@H](C)CO)C[C@@H]1C
    -7 | -1[16.7 µM] | 0.5 | 0 | -1 | -4 | -4
- CCOC(=O)C1CCN(C(=O)c2ccc(OCC(=O)Nc3cccc(C(F)(F)F)c3)c(OC)c2)CC1
    -4 | / | -2.5 | 6 | 1 | 9 | 0
- Cc1ccnc(SCC(=O)NC2CC2)n1
    -7 | -2 | 2.0 | 2 | -1 | -2 | -4
- O=C(/C=C/c1ccc(Cl)cc1)Nc1ccc(Br)cn1
    ? | / | 0.4 | 2 | 1 | 0 | 0
- Cc1ccc2oc(C(=O)N3CCN(Cc4ncccc4C)CC3)c(C)c2c1
    13 | / | -0.9 | -1 | 1 | 2 | 3
- CC(=O)N1CCN(c2ccc(Oc3nc(-c4ccccc4)nc4ccccc34)cc2)CC1
    4 | -1 | 4.7 | -4 | 0 | -6 | 1
- COc1ccccc1C(=O)N1C[C@H]2[C@@H](c3ccccc31)[C@H](CO)N2C(=O)Nc1ccccc1
    -8 | 14[16.7 µM] | 1.2 | 2 | -3 | -2 | -3
- CCN(CC)CCNC(=S)Nc1ccc2nc(N3CCN(CC)CC3)cc(C)c2c1
    6 | / | -2.1 | 0 | -67 | -3 | 0
- Cc1ccccc1N(C(=O)c1cccs1)c1nc2ccccc2s1
    / | 1 | / | 4 | -3 | -5 | 5
- COc1ccc(C(CC(=O)O)NC(=O)Nc2ccccc2)cc1OC (stereo not given)
    -4 | -1 | 0.8 | -2 | -3 | -1 | -1
- CCOc1cc(C)nc(N2CCC(C(=O)NCC3CCCO3)CC2)n1 (stereo not given)
    11 | -1 | 0.4 | 1 | -1 | -2 | -8
- Cc1ccccc1Nc1nc(N)nc(CSc2nnc(C)n2C)n1
    ? | / | -0.1 | -4 | 1 | 1 | 3
- COc1ccccc1Oc1ccc(NC(=O)c2ccc(Cl)cc2)cc1
    0 | / | -3.6 | 2 | -1 | -4 | 0
- CCCCC[C@H]1CN(CCCC)C(=O)[C@@H]1CC(=O)NCc1ccccc1
    6 | 15 | 0.8 | 1 | 4 | / | -4
- Cc1ccccc1S(=O)(=O)N1C[C@H]2CON(C)[C@H]2C[C@H]1c1cccc(Oc2ccccc2)c1
    2 | -2 | -2.9 | 4 | 3 | -1 | 6
- N#C[C@H]1[C@@H](c2ccc(C#CC3CCCC3)cc2)[C@H](CO)N1S(=O)(=O)c1ccccc1
    21* | / | 3.7 | 4 | 1 | 1 | -1
- C[C@H](NC(=O)C[C@H]1C=C[C@H](NC(=O)C2CC2)[C@@H](CO)O1)c1ccccc1
    0 | / | 0.4 | -1 | -6 | -5 | 5
- CCCCNC(=O)CSc1nc2ccc(Nc3nc(N4CCOCC4)nc(N4CCOCC4)n3)cc2s1
    6 | / | -4.3 | 3 | -1 | / | -2
- COc1ccccc1NC(=O)c1ccc(-c2ccccc2[N+](=O)[O-])o1
    2 | / | 3.2 | -2 | -1 | 1 | 3
- COc1ccc(N=c2scc(C)n2CCCN2CCCC2=O)cc1
    13 | -2 | -0.8 | -2 | 0 | -4 | 1
- NC(=O)c1ncn([C@@H]2O[C@H](CNCc3cnc(N4CCOCC4)nc3)[C@@H](O)[C@H]2O)n1
    ? | -6 | -0.7 | -4 | -2 | 0 | 2
- CO[C@@H]1CN(C)C(=O)c2cc(NC(=O)NC3CCCCC3)ccc2OC[C@@H](C)N(C(C)=O)C[C@H]1C
    -2 | 2[16.7 µM] | 0.5 | 1 | -1 | -2 | 0
- Cc1ccc(S(=O)(=O)Nc2ccc3c(c2)C(=O)N([C@H](C)CO)C[C@@H](C)[C@@H](CN(C)C(=O)c2ccccc2)OCCCC[C@H](C)O3)cc1
    2 | 13[16.7 µM] | 0.8 | 0 | -1 | -3 | 1
- COc1ccc(-n2nc(C(=O)NCC(=O)N3CCC(C(N)=O)CC3)c3ccccc3c2=O)cc1
    0 | -9 | -1.3 | 2 | -2 | -2 | 3
